# Pf Dd2 growth: inhibitors of Plasmodium falciparum Dd2 growth | P. falciparum Dd2 growth, SYBR Green, 72 h | actives 4.3% (n = 120,000) | Potency, µM (doses to about 28.9 µM), without a hit: at the top dose activity, negative = inhibition, hits mostly inhibitors; active = well fitted inhibition curve with a large enough effect; inconclusive = small, poorly fitted or top-dose-only effect; inactive = no such curve, though single readings can be large or run the other way;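 also: plate controls were DMSO vehicle for no effect and reference drug for full effect; nearly all actives have a fitted effect of over 65% in size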
#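 Readout: SYBR Green fluorescence, 485 nm excitation, 535 nm emission, after ~16 h lysis at 37C. Before that, Dd2-infected red cells (2.5% hematocrit) grew 72 h with compound, 29 uM top final concentration.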
# Numbers without * were called inactive; i = inactive; ? = inconclusive; [ ] = remark or other dose. Potency is read from the fitted curve at half-maximal effect. This is a subset; rates above refer to the full screens.
Structure,Pf Dd2 growth
Cn1cnc(S(=O)(=O)N2CCCCC2c2noc(COCC3CC3)n2)c1 (configuration not stated),2%
COc1cccc(CNCc2cccn2-c2nnc(N3CCN(c4ccccc4)CC3)s2)c1,10µM*
CN1c2ccccc2-c2nc(SCC(=O)Nc3ccccc3)ncc2S1(=O)=O,19%
CC(=O)Nc1cccc(-c2ncc3c(n2)OCCN(CC2CC2)C3=O)c1,?
CCC(CC)C(=O)Nc1ccc(-c2cn3cccnc3n2)cc1,5%
CN(C)c1ccc(CCc2nc(C3CCOC3)no2)cc1 (configuration not stated),18%
COc1ccc(-c2nc(C(C)C)nc3c2CCN(C(=O)c2cccc(Cl)c2)CC3)cc1,5.6µM*
CCn1c(CN2CCCCC2)nc2cc(NC(=O)COc3ccc([N+](=O)[O-])cc3)ccc21,?
CCc1ccc(N2C(=O)CN(S(=O)(=O)CC)CC2(C)C(=O)NC2CCCCC2)cc1 (configuration not stated),16%
CCOc1ccc(N(C)C(=O)CS(=O)(=O)c2cccc3nsnc23)cc1,22%
Cc1cccc(OCC(=O)N2CCC(n3cc(-c4nc(C5CC5)no4)nn3)C2)c1 (configuration not stated),-3%
O=C(NCc1cccnc1)[C@@H]1C[C@H](c2ccc(F)cc2)N(Cc2ccccc2Cl)C1,?
O=S(=O)(c1ccc2c(c1)CCN2)N1CCCCCC1,-7%
Cc1nn(CC(=O)NCc2ccccc2)c(=O)c2nc(C(C)C)sc12,14%
Cc1cc(CN2CCC3(CC2)CCN(Cc2cscn2)CC3CO)on1 (configuration not stated),7%

# Shown with each value named: 4 of the compounds above
SMILES: O=C(NCc1cccnc1)[C@@H]1C[C@H](c2ccc(F)cc2)N(Cc2ccccc2Cl)C1
  Pf Dd2 growth: ?
SMILES: CN1c2ccccc2-c2nc(SCC(=O)Nc3ccccc3)ncc2S1(=O)=O
  Pf Dd2 growth: 19%
SMILES: CCc1ccc(N2C(=O)CN(S(=O)(=O)CC)CC2(C)C(=O)NC2CCCCC2)cc1 (configuration not stated)
  Pf Dd2 growth: 16%
SMILES: CCn1c(CN2CCCCC2)nc2cc(NC(=O)COc3ccc([N+](=O)[O-])cc3)ccc21
  Pf Dd2 growth: ?

# (listing goes on)
Structure,Pf Dd2 growth
O=C(Cc1ccsc1)N1CCc2n[nH]c(=O)n2CC1,60%[activator]
CC(=O)N[C@@H]1Cc2ccccc2[C@H]1NC(=O)CCc1cc2n(n1)CCCNC2,4%
CSc1cccc(NS(=O)(=O)c2cn(C)c(C)n2)c1,26%
CC1=C(c2ccc(C)c(C)c2)S(=O)(=O)N=C1N1CCC(C(=O)NCCc2ccc(Cl)cc2)CC1,?
NC(=O)CCNC(=O)C1=C[C@@H](NC(=O)CC2(CC(=O)O)CCCC2)[C@@H](O)[C@H](O)C1,1%[44.1 µM]
Cc1c(C(=O)OC2CCC(C)CC2)[nH]c2c1C(=O)CC(c1ccc(F)cc1)C2 (configuration not stated),-17%
O=C1OCCCN1CCNC(=O)[C@@]12CNC[C@@H]1CN(Cc1ccccc1)C2,?
CC(C)OCCCNC(=O)C1CC(=O)N(c2n[nH]c3cc(Br)ccc23)C1 (configuration not stated),-11%
CC(=O)N[C@H](C)c1c(-c2ccc(F)cc2)noc1C(=O)O,-12%[44.1 µM]
CN(C)Cc1ccc(-c2cc3c(ccn3Cc3ccncc3)c(N3CCOCC3)n2)cc1,11µM*
CN(C)c1ccc(CN2CCC3(CC2)NC(=O)c2ccccc2O3)cc1,i
O=C(Cn1cnc2c(nc3n2CCCCC3)c1=O)Nc1ccc(F)c(Cl)c1,i
Cc1c(Cl)cccc1NC(=O)COCc1cc(-c2ccc3c(c2)OCO3)on1,107%[activator]
CC(C)(CC(=O)O)CC(=O)N[C@H]1C[C@H]2C(=O)Nc3ccc(/C=C/c4ccccc4)cc3C(=O)N2C1,26%
COc1ccc2c(c1)c(=O)c(S(=O)(=O)c1ccc(Cl)cc1)cn2Cc1cc(C)ccc1C,11µM*

# Other entries follow.
Structure,Pf Dd2 growth
COCCN(CCOC)C(=O)C1CCc2ncc(-c3ccc(F)cc3)n2C1 (configuration not stated),-17%
CCc1ccccc1NC(=O)Nc1cc(C(=O)NCc2ccc(OC)cc2)ccc1N1CCCC1,-10%
Cc1cccc(OCC(=O)Nc2cccc(C(=O)OCc3cc(=O)n4nc(C(C)C)sc4n3)c2)c1,-27%
COc1cc(NC(=O)CSc2nc3nc(C)c(Cc4ccccc4)c(C)n3n2)cc(OC)c1,i
Cc1c(-c2ccccc2F)[nH]c2ccc(CNC(=O)CCc3cc(=O)[nH]o3)cc12,-7%
CN(C)C(=O)C1CN(C(=O)CC2CCCCC2)CC12CCOCC2 (configuration not stated),1%
CC(=O)N1CC2(CCCN2Cc2ccc(Cl)cc2)Cc2ccccc21 (configuration not stated),?
O=c1c2ccccc2n(Cc2c(F)cccc2Cl)c(=O)n1Cc1ccccc1,-2%
O=C1CCSc2ccc(S(=O)(=O)Nc3ccc(Cl)c(C(F)(F)F)c3)cc2N1,60%[activator]
O=C(NC[C@H]1O[C@@H](CC(=O)N2CCc3ccccc32)[C@H](O)[C@@H]1O)C1CC1,?
COc1cc(C(=O)Nc2ccc3oc(-c4ccccc4)nc3c2)cc(OC)c1OC,-28%
Cc1ccc(Sc2c(C)nn(C(=O)c3ccc(Cl)cc3)c2C)cc1,21%
CCOC(=O)N(C)Cc1cn([C@@H]2CN[C@H](C(=O)N(CC)CC)C2)nn1,-8%
CCN(CC)c1ccc(NC(=O)c2c(C)nn(-c3ccc(F)cc3)c2-n2cccc2)c(C)c1,18%
Cc1ccc(NC(=O)CSc2nc(-c3ccc(F)cc3)cc(C(F)(F)F)c2C#N)cc1,?

# More structures
Structure,Pf Dd2 growth
CC(C)N1C[C@H](O)C[C@H]1c1nnc2n1CCN(C(=O)CCc1ccccc1)CC2,?
O=C([C@@H]1C[C@H](Oc2ccccc2)CN1C(=O)CN1CCOCC1)N1CCOCC1,6%
CN1[C@@H](CCC(=O)NCc2ccc(F)cc2)CNC(=O)[C@@H]2[C@H]1CCN2Cc1cccs1,-1%
c1ccc(-c2[nH]ncc2CN2CCCC(N3CCN(c4ccccc4)CC3)C2)cc1 (configuration not stated),-3%
COc1ccc(C2Cn3nnc(-c4noc(-c5ccccc5Cl)n4)c3CO2)cc1 (configuration not stated),i
Cc1ccc(-c2nc3sccn3c2Nc2ccccc2C)cc1,?
CCOc1ccccc1NC(=O)N1CCC(n2c(C)cnc2-c2cccnc2)CC1,-1%
Cc1cc(C)c(NC(=O)CN2c3ccccc3S(=O)(=O)c3ccccc32)c(C)c1,i
CCn1nccc1C(=O)NCC1Cn2cccc2C(=O)N1C (configuration not stated),?
CCOc1ccc(CC(=O)N2C[C@@H](COC)[C@H](c3nc(C)no3)C2)cc1,2%
Cc1ccc(CN2CCC3(CC2)CC(c2cccnc2)=NO3)cc1,i
CCNC(=O)N1Cc2[nH]cnc2C[C@H]1c1nc(-c2ccc(OC(F)(F)F)cc2)no1,i
CCOC(=O)c1noc2ncn(CC(=O)Nc3cccc(Cl)c3)c(=O)c12,4%
Cc1ccccc1C(=O)N[C@@H]1CN(S(C)(=O)=O)C[C@H]1CN(C)C,13%
CNC(=O)N1CCC(C2CCN(Cc3ccc(Br)o3)C2)CC1 (configuration not stated),?

# Other structures follow:
Structure,Pf Dd2 growth
CCOc1ccc(NC(=O)c2ccc3c(c2)N(CC)C2CCCCN2C3=O)cc1 (configuration not stated),5µM*
Cc1cc2oc(C(=O)N(Cc3ccc(N(C)C)cc3)CC3CCCO3)c(C)c2cc1Cl (configuration not stated),4%
O=C(NCCc1csc(-c2cccc(F)c2)n1)c1cccs1,14%
COc1ccc(-c2cc(N3CCCC(NC(=O)c4ccc(C#N)cc4)C3)n[nH]2)cc1 (configuration not stated),?
CCS(=O)(=O)N1C[C@@H](Oc2cccnc2)C[C@H]1C(=O)N1CCOCC1,3%
CCCS(=O)(=O)N1CCCC1c1noc(COc2ccc(C)cc2)n1 (configuration not stated),?
CC(=O)N1CCC(C2CCN(Cc3ccc(C)cn3)C2)CC1 (configuration not stated),-7%
O=C(c1nccc2ccccc12)N1CCC(N2C(=O)C(OCC3CC3)C23CCCCC3)CC1 (configuration not stated),?
O=C(c1ccccn1)N1CCC2(CC1)C(=O)Nc1ccccc12,90%[activator]
COc1ccc(C(=O)Nc2ccccc2SCc2cc(=O)c3cccc(C)c3[nH]2)cc1,40%[activator]
Cc1cc(=O)n(CC(=O)Nc2cccc(F)c2)c(N2CCc3ccccc3C2)n1,i
Cc1ccc(C2Cn3nnc(-c4nc(-c5ccccc5C)no4)c3CO2)c(C)c1 (configuration not stated),-25%
O=c1n(CC2CC2)c2cccnc2n1[C@H]1CCCN(S(=O)(=O)c2cccnc2)C1,i
CCn1nccc1C(=O)N1CC2CC(C1)[C@H]1CCCC(=O)N1C2 (some centres not stated),10%
NC(=O)[C@@H]1CN(C(=O)CCn2cccn2)C[C@H]1COc1ccccc1,-7%

# Continued.
Structure,Pf Dd2 growth
OCC1CN(C2CCC2)CC12CCN(Cc1cc(F)c(F)c(F)c1)CC2 (configuration not stated),-12%
CCOC(=O)c1c(C)[nH]c(C)c1S(=O)(=O)N1CCC(C(=O)Nc2ccc(C)cn2)CC1,52%[activator]
CCc1c(C)sc2c1CCN(C(=O)Nc1ccccc1C(=O)OC)C2c1ccc(OC)cc1 (configuration not stated),-8%
COc1cccc(NC(=O)Cn2cc(C(=O)c3ccco3)c3ccccc32)c1,?
COc1ccc(CCNC(=O)CN(c2ccccc2OC)S(=O)(=O)c2ccc(C)cc2)cc1,?
CCOc1ccc(CNC(=O)C2CCCN(c3nn4cc(-c5ccc(F)cc5)nc4s3)C2)cc1 (configuration not stated),i
CC1CCCN(CCCNC(=O)c2cc3c(s2)CN(C2CCCC2)C3)C1 (configuration not stated),-9%
Cc1ccsc1CN1CCC2(CC1)CC(CC(=O)NCc1ccncc1)CCO2 (configuration not stated),i
COc1cccc(-c2cc(C(=O)Nc3cc(OC)c(OC)c(OC)c3)on2)c1,-13%[0.594 µM]
CCn1c(C(=O)N2CCCC(C(=O)N3CCN(c4ccccc4)CC3)C2)cc2sccc21 (configuration not stated),?
COc1ccc(NC(=O)N2CCN(c3cc(-c4noc(C)n4)ccc3C)CC2)c(OC)c1,-14%
CN1[C@@H](CCC(=O)N2CCC(O)CC2)CNC(=O)[C@@H]2[C@H]1CCN2Cc1ccc(S(C)(=O)=O)cc1,37%[activator]
CN(C)CCN(C)C(=O)c1ccc2c(c1)NC(C)(CCCCc1ccccc1)CO2 (configuration not stated),-1%[44.1 µM]
CCc1ccccc1NC(=O)Nc1ccc2snnc2c1,?
O=C1CC(c2ccc(Br)cc2)c2c(c3ccccc3oc2=O)O1 (configuration not stated),-9%

# Random excerpt: 4 entries already listed
Structure,Pf Dd2 growth
O=C(Cc1ccsc1)N1CCc2n[nH]c(=O)n2CC1,60%[activator]
Cc1ccc(Sc2c(C)nn(C(=O)c3ccc(Cl)cc3)c2C)cc1,21%
CN(C)C(=O)C1CN(C(=O)CC2CCCCC2)CC12CCOCC2 (configuration not stated),1%
CCCS(=O)(=O)N1CCCC1c1noc(COc2ccc(C)cc2)n1 (configuration not stated),?

# Next records
Structure,Pf Dd2 growth
C=CCNC(=O)CCc1c(C)nn(-c2ccccc2)c1Oc1ccc(F)cc1F,?
COCC(=O)N1CC[C@@H](CC(=O)O)[C@@H](CCN2CCN(c3cccc(C(F)(F)F)c3)CC2)C1,10%
Cn1cc(C(=O)Nc2ccc3c(c2)C(=O)N2CCC[C@H]2C(=O)N3)c2ccccc21,i
Cn1cc(C(c2ccccc2)c2ccc(Cl)s2)c2ccccc21 (configuration not stated),37%[activator]
CN(C)c1cc(N2CCCC(NC(=O)c3ccc(C#N)cc3)C2)ncn1 (configuration not stated),11%[5.79 µM]
O=C([C@@H]1C[C@H](Oc2cccnc2)CN1C(=O)Cc1ccccc1)N1CCCC1,i
Cc1cccc(C)c1NC(=O)Cn1c(=O)n(-c2ccccc2)c(=O)c2c1cc(C)n2C,60%[activator]
O=C1Nc2cnccc2C2(CCN(C(=O)c3ccccc3)C2)O1 (configuration not stated),7%[44.1 µM]
CC(=O)Nc1ccc(S(=O)(=O)NC[C@@H]2C=C(C)[C@H](CC(=O)O)C[C@H]2C(C)C)cc1,i
CC(C)CC(=O)Nc1cccc(-c2nc3ccccc3[nH]2)c1,22%
CCc1ccc(-n2c(=O)c3c4c(sc3n(Cc3ccccc3C#N)c2=O)CCC4)cc1,-4%
Cc1noc(C)c1CCC(=O)NC1CC(=O)N(CC2CCCCC2)C1 (configuration not stated),3%
COc1ccc(OCCCn2c(=O)oc3ccc(C)cc32)cc1,-19%
CC(O)CNc1ccc(-c2nc(CCCc3ccccc3)no2)cn1 (configuration not stated),i
CCN(C(=O)CSc1nc2ccccc2n1CC(=O)N1CCCC(C)C1)c1ccccc1 (configuration not stated),-20%

# The list continues:
Structure,Pf Dd2 growth
COc1ccc(O)c(CN2CCC(CO)(Cc3ccccc3Cl)CC2)c1,8.9µM*
O=C1NC2(CCN(C(=O)c3ccccc3F)C2)N=C1c1ccncc1 (configuration not stated),-22%
O=C1C[C@H]2CC[C@@H](CN1)N2C(=O)c1sc2cccc(F)c2c1Cl,1%
O[C@H]1[C@H](NCc2ccc(-c3ccccc3)cc2)[C@H]2CO[C@H](O2)[C@@H]1Oc1ccccc1,?
c1ccc(-c2nnc([C@H]3CCN(Cc4ccc5c(c4)OCO5)C3)o2)cc1,?

# Compound activity as filed in PubChem BioAssay.
